bCat nuc transl = modulators of beta-catenin nuclear translocation, primary screen, imaging, HeLa cells, immunofluorescence, high-content | nuclear translocation activity, % at 5 µM | 190,000 tested, 0.3% active | AID 1665, 2009;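 active = nuclear translocation activity above 50% at 5 µM, with a well cell count of 50 or more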;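 also: per-cell ratio of nuclear to cytoplasmic median beta-catenin stain intensity; plate controls were DMSO negative control for no effect and GSK-3 inhibitor IX positive control for full effect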
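assay system = human HeLa cells, endogenous beta-catenin | times = compound treatment 24 h, 37°C, 5% CO2 | detection = Anti-beta-catenin immunofluorescence on PFA-fixed, Triton-permeabilized cells, DAPI nuclei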
Lipid droplet = inhibitors of hepatocyte lipid droplet formation, primary screen, imaging, high-throughput imaging, BODIPY stain; AML12 mouse hepatocytes, oleate lipid droplets; inhibition, % at 6.5 µM; 240,000 tested, 0.4% active; AID 1656, 2009;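 active = lipid droplet intensity inhibited by at least 50%, with more than 500 cells counted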
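Assay system: AML12 hepatocytes (mouse) / Also added: 100 µM oleic acid challenge / Times: overnight treatment with compound plus oleate / Detection: high-content imaging of BODIPY-stained droplets and DAPI nuclei / Evaluation: % inhibition of lipid droplet signal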
XIAP antagonists = XIAP antagonists, biochemical, IAP family, fluorescence polarization (AID 1018); E3 ubiquitin-protein ligase XIAP (Homo sapiens); XIAP BIR domain, fluorescence polarization peptide displacement; higher % means a stronger effect; displacement, % at 20 µM, or IC50 in µM where a hit was titrated; 200,000 tested, 0.007% active; in the data active = displacement above about 50%; also: a part of the inactive calls stands beside numbers as strong as those of hits
Insulin prom up = insulin promoter activators in MIN6 cells, imaging, high-content screening, mouse beta cells. z-score at 5 µM. 190,000 tested, 0.3% active. MIN6 insulin promoter-GFP reporter; active compounds read high;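 active = z-score above 3 at 5 µM with at least 500 cells counted in the well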
Autophagy mod = autophagy modulators in MEF cells, primary screen, imaging, high-content, MEF GFP-LC3; MEF GFP-LC3 puncta imaging; test concentration mostly 10 µM; calls only at 10 µM (by protocol); 190,000 tested, 0.98% active;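 active = percentage of spot-positive cells more than 3 SD above its plate mean, without a fluorescence outlier flag or 80% toxicity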;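 also: spot-positive cell cutoff set from DMSO-treated cells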
CSM14.1 death rescue = rescue of cells from ER stress-induced death, primary screen, 384-well, CSM14.1, thapsigargin, ATP luminescence (AID 1222) | CSM14.1 thapsigargin-induced death rescue, ATP luminescence; higher % means a stronger effect | cellular ATP content (survival), % at 20 µM; hits with a dose series show EC50 in µM | 190,000 tested, under 10 active;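 active = EC50 below 50 µM in the dose-response confirmation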;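 also: death triggered by thapsigargin at about 15 µM added after 2 h compound pretreatment; cell ATP read after overnight thapsigargin exposure of roughly 18 to 22 hours; normalized against plate controls of thapsigargin alone and 5% DMSO vehicle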
Dynein cargo inh = inhibitors of GR-EGFP nuclear translocation, primary screen, dynein cargo transport inhibitor project, imaging, high-content, 3617.4 mouse cells; test concentration mostly 20 µM; stimulated with dexamethasone, 1 µM; active compounds read low; z-score, hits read low; 220,000 tested, 0.47% active; AID 1381, 2008;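 active = plate z-score of nuclear minus cytoplasmic receptor signal below a set negative limit, without overly bright fluorescence or cell loss, cut at about -3.5 in these data, passing the limit was not always enough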;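 also: z-score of nuclear minus cytoplasmic ring GR-EGFP intensity difference per well; some compounds called inactive have numbers as strong as hits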
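Medium: Induction medium lacking tetracycline, stripped serum | Probe or stimulus: 1.0 µM final dexamethasone stimulus | Schedule: 48 h induction, then 1 h compound, then 30 min agonist, 37 °C | Signal: Automated 10x imaging of fixed Hoechst-stained cells | Evaluation: Per-cell GR-EGFP intensity, nucleus versus surrounding cytoplasmic ring, well-averaged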
WT yeast gro inh = growth inhibition of WT strain, primary screen, mitochondrial fusion inhibitor project, WT and mutant strains, chemical genetic | mitochondrial fusion phenotypic screen | inhibition, % at 10 µM | 190,000 tested, 2.1% active | AID 1362, 2008; in the data active = inhibition above about 58%; tested in S. cerevisiae
MT stabilize HCS = microtubule stabilizers in HeLa cells, primary screen, imaging, high-content imaging. HeLa tubulin immunostaining HCS, 24 h; share of cells brighter than vehicle mean+2SD. % tubulin-high responders, % at 10 µM. 200,000 tested, 0.83% active;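 active = plate Z-score above 3 for both tubulin-high and condensed-nucleus cell shares, with cell loss under 80%, at 10 µM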;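 also: anti alpha tubulin signal scored within the nucleus-defined area of each cell; some results filed as inactive read as strong as hits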
WT yeast gro inh mutant strain = second read-out of WT yeast gro inh, no call of its own (marks repeat the call); inhibition, %; mitochondrial fusion phenotypic screen, mutant strain inhibition
Dynein cargo inh cytoplasmic EGFP = recorded beside Dynein cargo inh, whose call it bears; z-score; measured here: cytoplasmic GR-EGFP intensity; active compounds read high
Dynein cargo inh nuclear GR-EGFP = second read-out of Dynein cargo inh, no call of its own (marks repeat the call); z-score; measured here: nuclear GR-EGFP intensity;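 lower value marks the stronger effect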
Dynein cargo inh cell count = second read-out of Dynein cargo inh, no call of its own (marks repeat the call); z-score; measured here: cell count per field
Insulin prom up cell count = second read-out of Insulin prom up, no call of its own (marks repeat the call); cell count; measured here: cytotoxicity, nuclei count;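 total cells summed across four imaged fields per well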
Lipid droplet cells 6.5 µM = recorded beside Lipid droplet, whose call it bears; cell count; measured here: cell count, cytotoxicity flag;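 cells counted across two imaged fields per well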
bCat nuc transl cell count 5 µM = recorded beside bCat nuc transl, whose call it bears; cell count; measured here: cell count, cytotoxicity flag
MT stabilize HCS Hoechst-high % = further read-out of MT stabilize HCS, marked with its call; % Hoechst-high responders; measured here: nuclear condensation Hoechst responders;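 share of cells brighter than vehicle mean plus two SD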
MT stabilize HCS cytotoxicity % = recorded beside MT stabilize HCS, whose call it bears; toxicity, %; measured here: cytotoxicity by cell density;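 0% = mean cell density of plate MIN control wells and 100% = no cells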
Autophagy mod cell loss 18 h = also measured in Autophagy mod; calls as there; toxicity, %; measured here: cell loss, nuclei count;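 cell loss after 18 h compound exposure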
* = called active by the depositor; i = inactive; . = not tested or not shown. Rows are unselected. Share with any hit: about 4%.

SMILES | bCat nuc transl | bCat nuc transl cell count 5 µM | Lipid droplet | Lipid droplet cells 6.5 µM | XIAP antagonists | Insulin prom up | Insulin prom up cell count | Autophagy mod | Autophagy mod cell loss 18 h | CSM14.1 death rescue | Dynein cargo inh | Dynein cargo inh cytoplasmic EGFP | Dynein cargo inh nuclear GR-EGFP | Dynein cargo inh cell count | WT yeast gro inh | WT yeast gro inh mutant strain | MT stabilize HCS | MT stabilize HCS Hoechst-high % | MT stabilize HCS cytotoxicity %
O=S(=O)(Nc1nc2ccccc2nc1N1CCc2ccccc2C1)c1ccc(Br)cc1 | -1.5 | 1013 | -11 | 591 | -2.8% | -0.05 | 1111 | i | -7 | 1.0% | 1.7 | -0.14 | 0.87 | -1.3 | 32 | 21 | 2.8 | 4.2 | 9.6
CC(NC(=O)C1C2C=CC(C2)C1C(=O)O)c1ccccc1 (stereo not drawn) | 0.7 | 1054 | 8 | 646 | -4.3% | . | . | i | 21 | 1.5% | 0.71 | -0.25 | 0.37 | 0.59 | 2 | -6 | 3.0 | 2.7 | 0.8
Cc1ccc(C)c(C2NC(=O)c3ccccc3N2)c1 (stereo not drawn) | 64* | 313* | -24 | 506 | . | 0.35 | 548 | . | . | . | -0.39 | -0.75 | -0.024 | -0.099 | . | . | . | . | .
COc1cc2c(cc1OC)C(C(=O)N1CCN(c3ccccc3)CC1)C(c1cccs1)N(C)C2=O (stereo not drawn) | -1.2 | 1204 | -8 | 719 | -4.1% | -0.42 | 965 | i | -13 | -0.5% | -0.44 | 0.11 | 0.091 | 0.3 | 4 | 1 | 1.9 | 1.6 | 8.5
O=C(Nc1nc2ccccc2s1)c1ccc(Cl)s1 | . | . | . | . | -4.9% | -1.6 | 911 | i | 6 | -0.8% | -1.1 | -0.25 | -0.37 | 0.65 | 21 | 13 | 1.6 | 4.2 | 8.0
C=CCOC(=O)C1=C(C)NC(=O)NC1c1ccc(Cl)cc1 (stereo not drawn) | . | . | . | . | -0.6% | -0.03 | 1022 | i | 6 | -1.1% | -0.68 | -0.11 | -0.37 | 0.26 | 10 | -2 | 5.1 | 2.3 | 5.1
Cc1ccc(-c2csc(N=C(N)N)n2)cc1 | -1.7 | 1128 | 1 | 712 | . | -0.62 | 1227 | . | . | . | 0.038 | -0.26 | -0.26 | 0.25 | . | . | . | . | .
COC(=O)c1c(C)[nH]c(C(=O)/C=C/c2ccccc2Cl)c1C | -0.6 | 1328 | -10 | 588 | . | -0.5 | 604 | . | . | . | 0.89 | -0.72 | 0.43 | -0.91 | . | . | . | . | .
CCN(CC)CC(O)Cn1c2ccccc2c2ccccc21 (stereo not drawn) | -6.0 | 1231 | -12 | 755 | -16% | 0.37 | 998 | i | 28 | -0.5% | 2.8 | 0.044 | 2.6 | -2.3 | -2 | 5 | 8.9 | 1.7 | 5.5
CC1CCN(C(=O)CSc2ccc(-c3ccc(F)cc3)nn2)CC1 | -2.8 | 910 | . | . | -1.8% | 0.44 | 1271 | i | -1 | 0.5% | 0.18 | -0.22 | 0.25 | 0.38 | -9 | 24 | 2.1 | 1.8 | 2.4
COCCn1c(C)cc(C(=O)COC(=O)c2ccccc2Br)c1C | 0.3 | 1123 | -14 | 695 | -4.7% | -0.43 | 1241 | i | 11 | -6.6% | 1.6 | -0.12 | 1.3 | -1.2 | 19 | -3 | 3.8 | 2.1 | 7.3
COc1ccc(CN(C(=O)c2cnccn2)C(C(=O)NC(C)(C)C)c2cc(OC)c(OC)c(OC)c2)cc1 (stereo not drawn) | -0.7 | 1214 | -4 | 741 | -1.1% | . | . | i | 34 | -0.1% | 0.036 | -0.22 | 0.0076 | 0.59 | -12 | 4 | 3.2 | 1.5 | 4.5
Cc1n(-c2ccccc2)c2ccc(Cl)cc2[n+]1CCO | 0.3 | 1503 | 7 | 695 | 0.4% | 0.66 | 1490 | i | 16 | -0.6% | -0.12 | -0.36 | -0.63 | 0.68 | 13 | 10 | 1.5 | 0.6 | 5.7
N#Cc1c(C(F)(F)F)cc(-c2cccc(Cl)c2)[nH]c1=O | -5.4 | 1120 | 0 | 659 | -2.0% | 0.69 | 1866 | i | 7 | -2.0% | . | . | . | . | -20 | -7 | 1.5 | 1.9 | 12
Cc1ccc(C(=O)NCc2ccc3c(c2)OCO3)cc1N1CCCC1=O | 0.1 | 1117 | . | . | -17% | -0.63 | 945 | . | . | -0.5% | 1.8 | -0.16 | 0.92 | -0.57 | -6 | 2 | 2.0 | 1.8 | 6.2

Part of the list above, reduced to Autophagy mod cell loss 18 h and Lipid droplet cells 6.5 µM:
| SMILES | Autophagy mod cell loss 18 h | Lipid droplet cells 6.5 µM |
| --- | --- | --- |
| CC(NC(=O)C1C2C=CC(C2)C1C(=O)O)c1ccccc1 (stereo not drawn) | 21 | 646 |
| Cc1ccc(C)c(C2NC(=O)c3ccccc3N2)c1 (stereo not drawn) | . | 506 |

(cont.)
SMILES | bCat nuc transl | bCat nuc transl cell count 5 µM | Lipid droplet | Lipid droplet cells 6.5 µM | XIAP antagonists | Insulin prom up | Insulin prom up cell count | Autophagy mod | Autophagy mod cell loss 18 h | CSM14.1 death rescue | Dynein cargo inh | Dynein cargo inh cytoplasmic EGFP | Dynein cargo inh nuclear GR-EGFP | Dynein cargo inh cell count | WT yeast gro inh | WT yeast gro inh mutant strain | MT stabilize HCS | MT stabilize HCS Hoechst-high % | MT stabilize HCS cytotoxicity %
CC(OC(=O)C1=NNC(=O)CC1)C(=O)Nc1ncc(Cl)cc1Cl (stereo not drawn) | -2.6 | 1075 | -4 | 693 | -8.9% | 0.06 | 1452 | i | 1 | 0.2% | -0.54 | -0.26 | -0.45 | 1.4 | -8 | -4 | 1.9 | 2.6 | 5.6
Cc1ccc(C(=O)NNS(=O)(=O)c2ccccc2[N+](=O)[O-])cc1 | 6.2 | 494 | 2 | 706 | 2.5% | . | . | i | -6 | 1.7% | 0.0076 | -0.096 | 0.54 | -1.5 | -8 | -4 | 3.6 | 1.9 | 3.8
Oc1ccc(/C=N/n2c3ccccc3c3ccccc32)cc1 | 1.5 | 1179 | 11 | 776 | -4.1% | -0.24 | 838 | i | 0 | -2.7% | -0.63 | -0.39 | -0.054 | 0.33 | -2 | -1 | 2.2 | 2.2 | 2.2
COc1ccc(CN(Cc2ccc(C(=O)O)cc2)C(=S)Nc2cccc(C)c2)cc1OC | -0.5 | 1101 | -15 | 699 | -16% | -0.68 | 1345 | i | -33 | -5.1% | -0.46 | -0.27 | -0.15 | 0.56 | -4 | 2 | 1.7 | 1.4 | 4.5
CCCCN=C(N)/C(C(=O)OCC)=C(\O)c1ccc(OC)cc1 | 1.5 | 1451 | . | . | -18% | -0.63 | 1646 | i | 8 | -2.1% | -0.93 | -0.31 | -0.34 | 1.1 | 0 | -10 | 5.0 | 1.9 | 7.2
Clc1ccc(SCCCCn2cncn2)cc1 | 0.7 | 1025 | 9 | 755 | 0.5% | 0.07 | 1202 | i | 2 | -0.5% | -0.32 | -0.28 | 0.11 | -0.21 | 1 | 3 | 1.5 | 0.3 | 27
CCn1cc(C2Nc3ccccc3C(=O)N2O)c(C)n1 (stereo not drawn) | -1.5 | 1116 | 18 | 712 | -2.4% | -0.36 | 2007 | i | -5 | -3.4% | 0.46 | -0.23 | 0.15 | 1.1 | 1 | -6 | 3.5 | 2.1 | 2.5
CCO[C@@H]1OC(C(=O)O)=C[C@H](C)[C@H]1CCCO | -1.2 | 1129 | 16 | 677 | -9.5% | -0.81 | 1272 | i | -7 | 3.1% | 0.5 | -0.31 | 0.53 | -0.28 | -5 | 5 | 3.6 | 2.0 | 5.1
COc1ccc(CN2C(=O)c3oc4ccccc4c(=O)c3C2c2ccc(O)c(OC)c2)cc1 (stereo not drawn) | 0.3 | 1360 | 24 | 739 | . | -1.5 | 1086 | . | . | . | -0.32 | -0.2 | -0.021 | 0.47 | . | . | . | . | .
O=C(COC(=O)C1CC2C=CC1C2)NCc1ccc(F)cc1 (stereo not drawn) | -1.9 | 996 | 7 | 670 | -2.6% | . | . | i | -7 | -4.1% | -1.1 | -0.25 | -0.79 | 0.76 | -13 | -1 | 6.2 | 2.1 | 11
CCOC(=O)CSc1ncc(-c2cccc(Cl)c2)cn1 | -2.1 | 1015 | . | . | -6.7% | 0.72 | 1511 | i | 14 | -1.0% | -0.16 | -0.2 | -0.37 | -0.12 | 6 | -6 | 3.0 | 2.0 | 5.8
C/C=C(/C)C(=O)OC1Cc2c(ccc3ccc(=O)oc23)OC1(C)C (stereo not drawn) | 0.0 | 1117 | -19 | 736 | . | 0.28 | 544 | . | . | . | -0.41 | -0.74 | 0.15 | -0.46 | . | . | . | . | .
CCOC(=O)C1(CCc2ccccc2)CCN(C(=O)c2cnc(C)cn2)CC1 | -2.6 | 1056 | -18 | 611 | -2.5% | . | . | i | 7 | 0.7% | -0.0044 | -0.19 | 0.32 | 0.35 | -5 | -5 | 0.5 | 1.1 | 3.0

Looked up above:
CCn1cc(C2Nc3ccccc3C(=O)N2O)c(C)n1 (stereo not drawn) – WT yeast gro inh mutant strain: -6
Cc1ccc(C(=O)NCc2ccc3c(c2)OCO3)cc1N1CCCC1=O – MT stabilize HCS cytotoxicity %: 6.2
CC1CCN(C(=O)CSc2ccc(-c3ccc(F)cc3)nn2)CC1 – Dynein cargo inh cell count: 0.38

Compound activity (PubChem)
